BaF3 tox – reduces parental Ba/F3 cell viability, JAK2V617F counter-screen; inhibition, % at 5.6 µM; CellTiter-Glo ATP luminescence; hit rate 1.1% among 220,000;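 active = inhibition above a per-campaign cutoff, the mean inhibition of all tested compounds plus 3 SD, cut at about 27% in these data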;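 also: 0% = DMSO wells and 100% = JAK Inhibitor I control wells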
m-calpain inh – calpain II (pig) inhibition | purified calpain II, fluorogenic peptide substrate, 30 min | inhibition, % at 16 µM | AID 1236 | hit rate 0.37% among 220,000;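 active = inhibition above about 50%, limit read from the data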
EP2 modulator – EP2 receptor (human) modulation. P43116. EP2-expressing cells, cAMP HTRF FRET, PGE2 co-stimulation. induction, % at 25 µM. hit rate 0.83% among 260,000;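 active = compounds whose cAMP rise, as percent of the full-agonist control response, exceeds 60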;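 also: rat C6 glioma line stably carrying human EP2 under a CMV promoter; the protocol text gives 20 µM as final concentration; 100% = response of wells given 1 µM PGE2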
Ba/F3 V617F tox – lowers viability of Ba/F3 cells expressing EpoR and JAK2V617F | ATP luminescence | inhibition, % at 5.6 µM | hit rate 1.1% among 220,000;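 active = inhibition above the campaign mean plus 3 SD over all tested compounds, cut at about 24% in these data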;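 also: cytokine-independent growth of Ba/F3 cells driven by EpoR plus mutant JAK2; 0% = DMSO-treated cells and 100% = JAK inhibitor I control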
S1P4 ag – human S1P4 receptor agonism; O95977; S1P4-expressing cell line, agonist reporter assay; activation, % at 4.98 µM; hit rate 0.35% among 220,000; AID 1509; in the data active = activation above about 11%;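 also: 0% = DMSO vehicle and 100% = reference agonist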
Target sequence (O95977 whole entry, looked up): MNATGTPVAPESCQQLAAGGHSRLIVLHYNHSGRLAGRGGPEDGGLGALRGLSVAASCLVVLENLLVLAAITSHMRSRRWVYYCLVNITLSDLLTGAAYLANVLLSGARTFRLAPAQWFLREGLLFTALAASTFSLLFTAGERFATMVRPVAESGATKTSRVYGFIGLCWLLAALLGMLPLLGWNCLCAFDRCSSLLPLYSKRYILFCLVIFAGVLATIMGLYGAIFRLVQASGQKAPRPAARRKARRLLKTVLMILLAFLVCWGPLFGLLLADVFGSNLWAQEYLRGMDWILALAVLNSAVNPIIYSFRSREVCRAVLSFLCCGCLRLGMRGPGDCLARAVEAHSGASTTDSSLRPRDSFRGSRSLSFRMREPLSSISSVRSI
TRPN1 ag – agonists of zebrafish TRPN1 channel; activation, % at 3 µM; HEK293 zebrafish TRPN1-YFP, Fluo-8 calcium fluorescence; 100% = response to 87 µM carbachol; hit rate 0.18% among 220,000;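 active = activation above its plate's cutoff, the mean activation of test wells on that plate plus 3 SD, cut at about 19% in these data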;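 also: 0% = DMSO alone and 100% = 87 µM carbachol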
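Material: zebrafish TRPN1-YFP in HEK293 cells. Doses: one dose of 3 µM, 0.3% DMSO. Incubation: dye 1 h 37 °C plus 30 min RT. Measured by: intracellular calcium fluorescence with Fluo-8.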
PERK inh – inhibitors of human PERK kinase; CHO PERK-DD fusion, SEAP luminescence translation reporter; inhibition, % at 5.6 µM; hit rate 0.17% among 220,000; Q9NZJ5; AID 1416;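 active = inhibition above the mean inhibition of all tested compounds plus 3 SD, set separately per screening campaign, cut at about 2.9% in these data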;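 also: PERK kinase domain activated by AP20187 dimerizer at 100 nM; 0% = DMSO with dimerizer and 100% = rapamycin at 8.4 µM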
TRPML3 agonist – human mucolipin-3 channel agonism. HEK293 TRPML3-YFP, Fluo-8 calcium fluorescence; 100% = the carbachol control signal. activation, % at 3 µM. hit rate 0.29% among 220,000. AID 1448;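 active = activation above its plate's cutoff, the mean activation of the plate's test wells plus 3 SD, cut at about 12% in these data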;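 also: 0% = DMSO only wells and 100% = carbachol wells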
Target sequence (Q8TDD5 whole entry, looked up): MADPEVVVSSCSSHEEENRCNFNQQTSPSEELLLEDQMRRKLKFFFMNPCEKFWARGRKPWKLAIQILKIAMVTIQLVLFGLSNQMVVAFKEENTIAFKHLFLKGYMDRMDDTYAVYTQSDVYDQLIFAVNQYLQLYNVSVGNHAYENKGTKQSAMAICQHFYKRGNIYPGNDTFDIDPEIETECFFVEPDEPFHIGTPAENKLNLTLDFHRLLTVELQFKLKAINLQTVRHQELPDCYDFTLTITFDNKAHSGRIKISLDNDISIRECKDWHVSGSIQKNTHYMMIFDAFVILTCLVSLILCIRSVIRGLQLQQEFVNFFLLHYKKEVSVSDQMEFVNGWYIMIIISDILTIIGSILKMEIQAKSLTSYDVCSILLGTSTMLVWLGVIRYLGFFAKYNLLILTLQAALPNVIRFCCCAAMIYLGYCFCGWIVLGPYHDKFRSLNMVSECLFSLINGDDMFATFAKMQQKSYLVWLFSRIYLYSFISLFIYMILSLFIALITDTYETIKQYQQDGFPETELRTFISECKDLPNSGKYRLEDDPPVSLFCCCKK
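Test system: HEK293 cells stably carrying human TRPML3-YFP; Doses: single dose, 3 µM final nominal compound, 0.3% DMSO final; Schedule: dye loading 1 h 37 °C then 30 min ambient, 125 s read; Technique: Fluo-8 calcium fluorescence; Benchmarks: high control carbachol 87 µM, low control DMSO.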
S1P4 antag – blocks the human S1P4 receptor; S1P4-expressing cells, antagonist mode, reporter read-out; inhibition, % at 4.98 µM; hit rate 0.26% among 220,000; in the data active = inhibition above about 29%;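 also: 0% = wells stimulated with agonist and 100% = vehicle wells without agonist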
* hit, by the source's call; i = inactive; & = joins results of further samples.

Structure	EP2 modulator	TRPN1 ag	TRPML3 agonist	Ba/F3 V617F tox	S1P4 antag	BaF3 tox	PERK inh	S1P4 ag	m-calpain inh
CCC(C)Sc1nc2c(cnn2-c2ccc(C)cc2)c(=O)[nH]1 (centres undefined)	58.4	0.2	-0.3	-4.1	-22.8	7.5	1.5	-1.8	-42.1
CC(C)CN1C(=O)c2ccc(C(=O)NCc3ccc4c(c3)OCO4)cc2C1=O	15.8	-0.3	0.8	-2.3	-11.5	5.5	-0.9	4.0	4.4
COc1c2c(cc3oc(C)cc(=O)c13)OC(C(C)(C)OC1OC(CO)C(O)C(O)C1O)C2 (centres undefined)	7.2	3.2	1.4	1.1	18.3	8.3	0.7	1.8	-69.9
Cc1ccc(CN2CCSc3ccc(C(=O)NCc4ccco4)cc32)cc1	56.5	-2.2	-0.5	-3.7	2.4	3.0	0.4	-1.1	-468.6
Cc1ccc(S(=O)(=O)N2CC(O)CC2C(=O)Nc2ccc3c(c2)CCC3)cc1 (centres undefined)	14.0	5.5	0.1	-3.8	1.7	-0.4	-0.1	1.1	0.7
CC1Cc2ccccc2N1C(=O)COC(=O)c1ccc(Br)o1 (centres undefined)	-16.2	-1.0	-0.2	1.2	10.6	2.5	-0.2	-0.3	39.3
COC(=O)C(NC(=O)c1ccc(F)cc1)(Nc1ncc(S(=O)(=O)c2ccc([N+](=O)[O-])cc2)s1)C(F)(F)F (centres undefined)	-61.1	1.9	-0.6	-2.4	-16.0	0.9	-0.7	1.0	-42.2
CCOC(=O)c1c(CN2CCC(C)CC2)n(C)c2cc(Br)c(OC)cc12	47.6	0.1	0.0	-1.5	-11.6	3.4	-0.9	0.7	1.7
CC(=O)Oc1ccc(NC(=O)C2CCCCC2)c(C(=O)O)c1	37.7	-0.4	-0.5	-2.0	-18.8	4.7	0.5	1.6	-54.5
CCCCn1c(N)c(Sc2ccccc2)c(=O)[nH]c1=O	6.0	0.0	-0.4	-5.5	-10.5	0.0	0.5	0.1	-9.9
CN(C)c1nc(-c2ccccc2)ncc1S(=O)(=O)c1ccccc1	31.2	-0.8	0.4	-0.3	-6.2	7.7	0.7	-1.4	13.2
Cc1ccc(NC(=O)CN(C)C(=O)CN2C(=O)NC(C)(c3ccccc3)C2=O)cc1 (centres undefined)	0.1	-0.8	0.4	1.8	-6.3	4.9	0.2	0.6	0.1
CCOC(=O)c1ccccc1NC(=O)Cn1cnc2c1c(=O)n(C)c(=O)n2C	-59.4	0.2	-0.3	2.1	-17.1	6.5	0.3	-0.3	10.9
COc1ccc(CCNC(=O)c2ccccc2Cl)cc1OC	6.3	0.5	0.7	-0.4	5.4	3.1	0.5	-3.5	-22.8
CCOCCCNc1nc(C)nc2c1nnn2Cc1c(F)cccc1Cl	19.4	-0.3	-0.2	0.2	7.0	3.5	-0.4	-0.6	-0.8
Cc1cccc(NC(=S)NNC(=O)c2csc3c2CCCC3)c1	-11.4	-2.3	-1.2	-1.4	11.2	2.2	0.9	-0.5	19.0
COC(=O)C(C)(C)ONC(=O)Nc1ccc(C)cc1	-4.8	0.3	0.4	-4.2	-16.1	1.6	0.8	2.8	2.6
COc1ccc(O)c(CN2CCN(C/C=C/c3ccccc3)CC2)c1	6.2	2.2	1.6	-3.0	-0.5	2.5	0.6	-0.2	8.8
CN1c2ccccc2-c2nc3ccccc3n2C1c1ccncc1 (centres undefined)	15.5	-0.2	-1.1	-0.7	-1.7	-0.1	-1.7	-0.7	-119.3
Cc1ccc(C)n1-c1ccc(C(=O)NN=C2CCCC2)cc1	-5.1	1.0	1.2	-0.4	-28.9	3.2	0.3	0.2	-28.9
O=C(Cn1cnc2c(nnn2Cc2ccccc2F)c1=O)OCc1ccccc1	7.5	0.9	0.6	1.4	15.8	-0.6	1.3	-0.6	-5.0
NC(=O)C1CCN(c2cc(Cl)nc(N)n2)CC1	28.9	-0.2	0.1	-2.5	5.9	3.1	0.9	0.9	-43.6
CC1CC/C(=C\c2ccc3c(c2)OCO3)C(=O)/C1=C/c1ccc2c(c1)OCO2 (centres undefined)	25.2	0.6	0.6	3.0	3.5	4.5	-0.2	2.9	27.7
Cc1ccc(N2C(=O)CC(NCC3CCCO3)C2=O)cc1 (centres undefined)	6.8	1.7	0.5	0.3	-5.2	5.8	1.1	1.6	-16.1
COc1ccc(NC(=S)N/N=C/c2ccc(F)cc2)cc1OC	-74.3	-1.8	0.1	-0.1	-9.6	4.0	-0.4	3.2	30.3
O=C(NCc1cccnc1)c1cnc2n(c1=O)CCS2	8.8	0.3	0.7	5.5	-18.9	10.6	-0.1	0.2	-8.4
CCOC(=O)c1c(C)c(C(=O)NCc2ccc(OC)cc2)c(C)n1C	20.7	-2.8	0.4	-4.2	-19.8	3.3	-0.3	2.1	-13.1
O=C(COc1ccc(S(=O)(=O)N2CCCCC2)cc1)NCc1ccncc1	-9.2	1.2	0.4	-4.2	-11.5	0.0	1.0	1.7	-20.1
O=C(CSCc1c(F)cccc1Cl)NCCSCc1ccco1	-16.1	-1.5	-1.1	-0.2	-7.6	9.0	2.3	1.8	7.6
O=C(N/N=C/c1ccccc1[N+](=O)[O-])c1ccc2c(c1)OCCO2	-19.1	2.0	0.5	-1.4	-3.0	-7.6	0.8	0.7	-1.3

The list goes on; the last 3 above are carried over.
Structure	EP2 modulator	TRPN1 ag	TRPML3 agonist	Ba/F3 V617F tox	S1P4 antag	BaF3 tox	PERK inh	S1P4 ag	m-calpain inh
O=C(COc1ccc(S(=O)(=O)N2CCCCC2)cc1)NCc1ccncc1	-9.2	1.2	0.4	-4.2	-11.5	0.0	1.0	1.7	-20.1
O=C(CSCc1c(F)cccc1Cl)NCCSCc1ccco1	-16.1	-1.5	-1.1	-0.2	-7.6	9.0	2.3	1.8	7.6
O=C(N/N=C/c1ccccc1[N+](=O)[O-])c1ccc2c(c1)OCCO2	-19.1	2.0	0.5	-1.4	-3.0	-7.6	0.8	0.7	-1.3
O=C(O)c1cc(NN=C2CCN(Cc3ccccc3)CC2)ccc1Cl	10.3	3.4	0.9	-2.3	-8.3	-1.6	-0.1	0.8	9.8
CSCCC(NS(=O)(=O)c1ccc(Cl)cc1)C(=O)OCC(=O)NC1CC1 (centres undefined)	11.4	2.0	-0.4	-0.4	8.8	-1.9	0.0	-0.9	-27.7
COc1ccc(-n2c(CNC(=O)c3ccc(S(=O)(=O)N4CCCC4)cc3)n[nH]c2=S)cc1	12.6	1.1	0.3	2.1	-3.6	6.9	1.9	0.5	-24.4
O=C(CN1C(=O)c2cccc3cccc1c23)Nc1cccnc1	-0.9	0.3	-0.6	0.6	0.5	2.4	-1.3	1.1	-139.7
Cc1ccc(-c2noc(C3CCCCC3)n2)cc1	35.9	-0.6	0.6	0.6	11.5	3.8	1.2	-2.1	13.9
O=C1CCCN1c1ccc(S(=O)(=O)Nc2ccc3c(c2)OCCO3)cc1	-31.5	8.2	2.3	82.2*	-21.9	72.7*	-1.4	-5.4	28.6
CN(C)/C=N/c1nc2nccc(-c3ccccn3)n2n1	28.7	-0.8	-1.8	2.4	14.1	5.7	0.8	2.6	i
O=C1/C(=C/c2ccccc2)SC(=S)N1N1C(=O)C2CC2C1=O (centres undefined)	33.5	1.0	0.4	-1.5	-0.2	-0.3	0.8	1.5	-16.4
CCOC(=O)CC1C(=O)NCCN1C(=O)Nc1ccccc1 (centres undefined)	15.7	-1.1	1.6	-3.9	-8.1	2.9	-0.2	-1.2	-43.4
O=C(c1ccccc1)c1coc2ccc(O)c(Cl)c12	-22.5	-3.0	-1.8	-2.7	8.0	7.8	-0.1	0.4	19.4
O=C(CSc1nnc(-c2cccnc2)s1)Nc1ccnc2ccccc12	-15.1	12.5	4.9	1.4	-24.4	4.6	0.2	0.3	-5.3
CCOc1ccccc1C1C(C(=O)Nc2ccc(OC)cc2)=C(C)Nc2nc(CCCO)nn21 (centres undefined)	20.4	0.2	1.1	-0.3	-1.8	1.3	-0.1	2.6	-19.1
COc1cc(C(=O)N/N=C(\C)c2ccc3c(c2)OCO3)cc(OC)c1OC	-23.1	1.3	0.8	72.9*	10.6	72.0*	-0.1	-0.2	-19.6
C#CCOCCOCCOCCNc1nc(N2CCN(C(=O)[C@H](Cc3cc4ccccc4[nH]3)n3cc([C@@H](N)C(C)CC)nn3)CC2)nc(N2CCN(C(=O)[C@H](CCCCN)n3cc([C@@H](N)CO)nn3)CC2)n1 (some centres undefined)	8.1	0.6	0.6	-1.0	-0.8	1.5	0.2	0.5	-8.8
CCOC(=O)Nc1nnc(CCc2ccccc2)s1	-1.8&-12.8	-0.2	0.8	2.8	-8.7	7.6	1.6	1.2	-120.1
N#CC1=C(N)SC(N)=C(C#N)C1c1ccc([N+](=O)[O-])cc1	-86.1	0.8	-0.2	-3.5	-15.9	2.3	1.2	0.5	-1.4
COc1ccc(CNC(=O)CCCn2nc(C)c([N+](=O)[O-])c2C)cc1OC	11.2	1.2	0.7	0.5	-12.8	3.5	0.7	0.3	-7.2
CCc1ccc2[nH]c3nc(SCc4nnc(-c5ccccc5)o4)nnc3c2c1	-79.8&-18.7	1.2	1.0	-0.9	-13.8	-11.7	0.6	1.4	12.0
Cc1nc2c(c(=O)c3ccccc3n2C)c(=O)n1-c1ccccc1	24.0	0.2	0.8	1.6	-1.8	5.5	1.5	0.5	-12.9
CC(C)Oc1nnnn1-c1ccccc1	-9.3	0.9	0.1	-0.1	-9.0	-1.4	0.8	-0.4	22.2
Nc1nnc(SCC(=O)NN2C(=O)NC3(CCCCC3)C2=O)s1	9.0	-1.6	0.3	4.1	-14.7	5.8	0.1	-0.3	31.1

Screening results as filed in PubChem.
